sPLA2-III inh: human group III sPLA2 inhibitors, primary screen, biochemical, QFRET, BODIPY PC-A2 liposome substrate. actives 0.56% (n = 370,000). Group 3 secretory phospholipase A2 (Homo sapiens), Q9NZ20. AID 743126, 2013. QFRET BODIPY PC-A2 liposome hydrolysis, fluorescence. inhibition, % at 12.2 µM;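 active = inhibition above mean plus 3 SD of compounds lying within the high and low control bounds, cut at about 19% in these data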;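 note: 0% = median of test compound wells and 100% = no enzyme DMSO wells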
DAX1 inh-1: DAX1 (NR0B1) inhibitors, primary screen, cell-based, HEK293, Gal4-DAX1, luciferase luminescence | actives 0.99% (n = 340,000) | Nuclear receptor subfamily 0 group B member 1 (Homo sapiens), P51843 | inhibition, % at 6.75 µM | HEK293 Gal4-DAX1 luciferase reporter | AID 504766, 2011;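 active = inhibition above the mean over all tested compounds plus 3 SD, cut at about 4.2% in these data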;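 note: 0% = DAX1-transfected cells with DMSO and 100% = empty-vector control cells with DMSO; inhibition shows as a rise in luminescence from relieved DAX1 repression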
hcDAF-12 act: H. contortus DAF-12 nuclear receptor activators, primary screen, cell-based, luminescence, HEK293, lit1-tk-luc reporter | AID 652067, 2013 | HEK293 hcDAF-12 lit1-tk-luc reporter; 0% DMSO, 100% Δ7-dafachronic acid | activation, % at 6.8 µM | actives 1.4% (n = 370,000);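 active = activation above the mean of all tested compounds plus 3 SD, cut at about 5.5% in these data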;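 note: 100% = response to 3 µM Δ7-dafachronic acid high control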
GAA850 FXN act: FXN promoter activators, primary screen, cell-based, luciferase luminescence, HEK293 lucGAA850; HEK293 lucGAA850 FXN promoter luciferase reporter, 24 h; percent of 10 µM SAHA response; activation, % at 6 µM; actives 0.56% (n = 360,000);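 active = activation above the average of all compounds screened plus 3 SD, cutoff fixed separately per campaign, cut at about 7.5% in these data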;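 note: 0% = DMSO wells and 100% = 10 µM SAHA wells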
ssDAF12 agonist: S. stercoralis DAF-12 nuclear receptor activators, primary screen, cell-based, luminescence, HEK293, GRIP1 co-expression, lit1-tk-luc. Nuclear hormone receptor DAF-12 (Strongyloides stercoralis). HEK293 ssDAF-12/GRIP1 lit1-tk-luc reporter; % of 3 µM dafachronic acid response. activation, % at 6.8 µM. actives 1% (n = 370,000);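 active = activation above the mean over all tested compounds plus 3 SD, cut at about 0.9% in these data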;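 note: 0% = DMSO-only wells and 100% = 3 µM delta7-dafachronic acid wells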
SMARCA2 act: SMARCA2 (BRM) function activators, primary screen, cell-based, luminescence, high throughput. activation, % at 9.1 µM. actives 1% (n = 370,000). MG213 cells, MMTV-luciferase reporter, dexamethasone, overnight; in the data active = activation above about 7.8%;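 note: 0% = vehicle wells and 100% = reference activator wells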
GC-A act: GC-A stimulated cGMP production enhancers – HEK293 GC-A cells, cGMP TR-FRET, EC30 ANP, primary screen | Atrial natriuretic peptide receptor 1 (Homo sapiens), P16066 | 0% at EC30 ANP, 100% saturating ANP | activation, % at 10 µM | actives 0.14% (n = 370,000) | AID 1671463, 2021; in the data active = activation above about 40%
GC-B act: human GC-B receptor activators, primary screen, HEK293 GC-B cells, cGMP TR-FRET, EC30 CNP. actives 0.11% (n = 370,000). 0% at EC30 CNP, 100% saturating CNP. activation, % at 10 µM;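 active = activation at 10 µM reaching about 35% in either raw or pattern-adjusted values, limit read from the data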
Target sequence (P20594 whole entry, looked up): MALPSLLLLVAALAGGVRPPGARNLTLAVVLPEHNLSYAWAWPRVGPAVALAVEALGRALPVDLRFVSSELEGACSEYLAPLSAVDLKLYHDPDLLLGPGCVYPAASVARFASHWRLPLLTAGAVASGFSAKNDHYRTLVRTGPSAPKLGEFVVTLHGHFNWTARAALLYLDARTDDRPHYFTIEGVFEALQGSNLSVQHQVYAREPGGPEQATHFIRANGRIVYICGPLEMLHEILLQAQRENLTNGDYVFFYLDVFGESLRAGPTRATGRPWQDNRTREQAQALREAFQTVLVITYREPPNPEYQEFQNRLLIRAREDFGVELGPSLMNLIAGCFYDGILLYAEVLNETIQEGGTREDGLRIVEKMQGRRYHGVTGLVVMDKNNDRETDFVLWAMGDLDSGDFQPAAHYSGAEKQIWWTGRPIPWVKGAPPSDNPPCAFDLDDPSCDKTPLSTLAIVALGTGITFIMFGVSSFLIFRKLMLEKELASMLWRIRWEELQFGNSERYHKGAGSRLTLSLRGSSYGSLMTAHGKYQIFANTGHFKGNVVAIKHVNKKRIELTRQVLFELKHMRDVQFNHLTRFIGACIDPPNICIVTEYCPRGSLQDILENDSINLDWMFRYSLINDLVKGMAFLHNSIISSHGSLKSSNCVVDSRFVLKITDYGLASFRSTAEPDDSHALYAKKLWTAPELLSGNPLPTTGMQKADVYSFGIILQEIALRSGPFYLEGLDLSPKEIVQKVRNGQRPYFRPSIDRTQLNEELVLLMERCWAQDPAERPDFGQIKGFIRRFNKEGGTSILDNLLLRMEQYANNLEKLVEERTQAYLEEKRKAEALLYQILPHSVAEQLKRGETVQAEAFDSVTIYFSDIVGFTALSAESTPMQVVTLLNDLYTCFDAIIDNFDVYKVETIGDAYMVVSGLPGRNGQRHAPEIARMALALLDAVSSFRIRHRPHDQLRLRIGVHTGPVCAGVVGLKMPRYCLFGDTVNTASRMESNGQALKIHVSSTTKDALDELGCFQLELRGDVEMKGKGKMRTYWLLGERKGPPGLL
DAX1 inh-2: DAX1 (NR0B1) inhibitors on StAR promoter, primary screen, cell-based, luminescence, SF-1 (NR5A1), full-length DAX-1 | HEK293T StAR-luciferase reporter, SF-1/DAX-1 repression relief | inhibition, % at 6.8 µM | actives 1.1% (n = 370,000) | AID 652010, 2013;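 active = inhibition above the mean over all tested compounds plus 3 SD, cut at about 3.6% in these data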;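 note: 0% = DAX-1 cells with DMSO and 100% = cells lacking DAX-1 with DMSO; higher inhibition means more luminescence from relief of DAX-1 repression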
hgDAF-12 ag: H. glycines DAF-12 receptor agonists, primary screen, cell-based, luminescence, HEK293, GAL4 fusion, UAS-luciferase; actives 1.8% (n = 370,000); activation, % at 6.8 µM; Nuclear hormone receptor DAF-12 (Heterodera glycines), GAL4 fusion; HEK293 GAL4-hgDAF12 UAS-luciferase reporter, agonist luminescence; normalized to butyrate control;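 active = activation above a cutoff set at the mean of all screened compounds plus 3 SD, cut at about 10% in these data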;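 note: 0% = DMSO wells and 100% = sodium butyrate wells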
ADAM10 inh: human ADAM10 inhibitors, primary screen, biochemical, QFRET, HTS | Disintegrin and metalloproteinase domain-containing protein 10 (Homo sapiens), O14672 | inhibition, % at 7 µM | recombinant ADAM10, EDANS/DABCYL FRET peptide cleavage, 3 h | actives 0.62% (n = 370,000);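 active = inhibition above a per-campaign cutoff equal to the mean of compounds falling between control-based bounds plus 3 SD, cut at about 20% in these data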;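 note: 0% = DMSO wells while the 100% control is not disclosed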
Active calls of the source: *; · = no result given.

SMILES	sPLA2-III inh	DAX1 inh-1	hcDAF-12 act	GAA850 FXN act	ssDAF12 agonist	SMARCA2 act	GC-A act	GC-B act	DAX1 inh-2	hgDAF-12 ag	ADAM10 inh
Cc1ccnc(OC(C(=O)O)C(OCc2ccccc2)(c2ccccc2)c2ccc(C(F)(F)F)cc2)n1 (configuration not stated)	-27	-1.5	-2.2	-0.8	-1.8	-4	-7	7	-0.9	-7.2	10
C/C(=N/NC(=O)CNC(=O)COc1ccccc1)c1ccc(Cl)cc1	-2	0.7	0.9	1.3	-1.3	-2	-4	-5	-1.0	2.0	0
CC(SC#N)C(=O)C12CC3CC(CC(C3)C1)C2 (configuration not stated)	0	-1.6	-2.2	0.4	-1.3	-6	4	-3	-1.0	-3.8	0
COc1cc(OC)cc(-c2c(-c3ccc(F)cc3)c3cc(-c4ccc5[nH]ccc5c4)ccc3n2C)c1	14	1.8	-0.4	-1.6	-1.6	0	1	5	0.2	-0.8	-48
CC(=O)Nc1ccc(C(=O)Nc2ccc(S(=O)(=O)N3CCOCC3)cc2)cc1	8	1.1	-0.4	1.5	-0.9	1	9	9	-0.5	-1.1	-8
CCN(CC)C(=O)CSc1nc2ccccc2c(=O)n1OC(C)C	7	0.7	-0.7	0.5	-1.3	-2	-9	3	-0.8	-1.7	-12
O=C1c2ccccc2NC(c2ccco2)N1NS(=O)(=O)c1ccccc1 (configuration not stated)	-2	·	-0.7	0.2	-0.2	-3	-3	3	0.0	1.7	-242
N#CC(c1ccccn1)c1ncc(C(F)(F)F)cc1Cl (configuration not stated)	8	-0.6	-1.3	1.1	-1.1	2	2	2	-0.4	-4.3	-2
O=C(COc1ccc(Cl)cc1Cl)Nc1cccc(-c2ccc(N3CCOCC3)nn2)c1	1	-0.1	2.5	3.6	-0.6	3	2	-2	2.6	3.9	-2
CCc1c(C)nc(N)c(C#N)c1-c1ccccc1	4	-0.2	-2.0	1.9	-0.2	-2	-1	3	0.2	-1.3	-8
CCOC(=O)N1CCC(n2c(=S)[nH]c3cc(OCC)c(OCC)cc3c2=O)CC1	6	0.9	-1.3	1.1	-1.4	-1	0	3	-0.9	-1.1	-1
Clc1ccccc1-c1csc(Nc2cccnc2)n1	10	-0.2	3.6	1.1	0.3	-1	9	2	-0.3	4.4	-4
CCCC(C(=O)NC1CCCC1)N(Cc1ccccc1)C(=O)c1snc(C(N)=O)c1N (configuration not stated)	-1	1.4	0.1	-1.7	-1.4	0	-18	-12	0.0	-2.5	-110
O=C1CC2c3ccccc3CCN2C(=O)CN1Cc1ccccc1 (configuration not stated)	2	·	-2.4	·	-0.5	-6	2	0	0.0	-0.7	0
CC(=O)c1cccc(NCC(=O)Nc2cccc(S(=O)(=O)N3CCCCC3)c2)c1	-11	-1.9	-2.4	-0.7	-1.3	-3	-1	-5	-0.2	-3.4	-7
Cc1c(NC(=O)c2ccco2)cccc1C(=O)NN1C(=O)c2ccccc2C1=O	1	-1.1	-1.2	-0.9	-1.1	-2	-1	3	-0.1	0.2	7
COC(=O)C1=C(N)N(c2ccccc2C(F)(F)F)C2=C(C(=O)CCC2)C1c1ccc2c(c1)OCO2 (configuration not stated)	-8	1.6	-1.2	-1.6	-1.2	1	-19	-20	-0.1	0.7	5
Cn1c(=O)c(C(=O)CSc2nncs2)c(N)n(Cc2ccccc2)c1=O	-10	-1.4	-1.3	2.0	-1.7	-3	1	-2	1.0	-1.8	3
COc1cc(/C=C/C(=O)OCC(=O)NCc2ccc(F)cc2)ccc1O	-8	-2.5	0.2	-0.6	-0.8	2	-8	-4	-2.6	2.4	-50
Cc1ccccc1OCC(=O)N/N=C/c1cn(C)c2ccccc12	-11	3.0	0.0	-0.6	-1.1	-5	0	-9	-0.3	-0.9	1
COC(=O)c1ccc(/C=N/OCC(=O)NCc2ccc(F)cc2)cc1	-4	0.8	0.0	-1.6	-1.7	-1	-5	-1	-0.1	-0.7	0
O=C(NCCCn1ccnc1)c1cc([N+](=O)[O-])cc([N+](=O)[O-])c1	0	-1.4	-1.8	0.7	-1.0	0	2	0	0.2	5.6	-3
CC1(C)CC(C(CC(=O)O)c2ccccc2)CCO1 (configuration not stated)	1	0.4	0.4	0.2	-1.8	0	-3	2	-0.3	-1.7	1
CC(=O)c1nn(-c2ccc(C)cc2)cc1C(=O)c1cccc(Br)c1	1	-0.4	-1.2	1.9	-1.0	0	-2	-1	-0.2	0.2	-3
C[C@H]1CN(C2CCCCC2)C(=O)[C@@H]1CC(=O)Nc1ccccc1	3	-1.6	-2.5	-0.2	-1.2	0	3	0	0.1	-2.3	-4

Compound profiles (already shown). Order of screens: sPLA2-III inh, DAX1 inh-1, hcDAF-12 act, GAA850 FXN act, ssDAF12 agonist, SMARCA2 act, GC-A act, GC-B act, DAX1 inh-2, hgDAF-12 ag, ADAM10 inh
CC(=O)c1nn(-c2ccc(C)cc2)cc1C(=O)c1cccc(Br)c1 in the list: 1, -0.4, -1.2, 1.9, -1.0, 0, -2, -1, -0.2, 0.2, -3
N#CC(c1ccccn1)c1ncc(C(F)(F)F)cc1Cl (configuration not stated) in the list: 8, -0.6, -1.3, 1.1, -1.1, 2, 2, 2, -0.4, -4.3, -2
Cc1ccccc1OCC(=O)N/N=C/c1cn(C)c2ccccc12 in the list: -11, 3.0, 0.0, -0.6, -1.1, -5, 0, -9, -0.3, -0.9, 1

Some values from the list.
For ADAM10 inh, CCCC(C(=O)NC1CCCC1)N(Cc1ccccc1)C(=O)c1snc(C(N)=O)c1N (configuration not stated) has the entry -110
For SMARCA2 act, O=C1CC2c3ccccc3CCN2C(=O)CN1Cc1ccccc1 (configuration not stated) has the entry -6
For sPLA2-III inh, Cc1ccccc1OCC(=O)N/N=C/c1cn(C)c2ccccc12 has the entry -11
For GC-B act, Cc1ccnc(OC(C(=O)O)C(OCc2ccccc2)(c2ccccc2)c2ccc(C(F)(F)F)cc2)n1 (configuration not stated) has the entry 7
For ssDAF12 agonist, CC(SC#N)C(=O)C12CC3CC(CC(C3)C1)C2 (configuration not stated) has the entry -1.3
For SMARCA2 act, Cn1c(=O)c(C(=O)CSc2nncs2)c(N)n(Cc2ccccc2)c1=O has the entry -3

(listing goes on)
SMILES	sPLA2-III inh	DAX1 inh-1	hcDAF-12 act	GAA850 FXN act	ssDAF12 agonist	SMARCA2 act	GC-A act	GC-B act	DAX1 inh-2	hgDAF-12 ag	ADAM10 inh
CC(C)CCn1c(Sc2nc3ccccc3s2)nc2c1c(=O)[nH]c(=O)n2C	7	-0.8	-0.8	4.9	-1.4	6	-7	-8	0.4	1.5	7
Cc1cccc(C)c1NC(=O)CNC(=O)c1cccnc1	3	1.0	0.4	-1.0	-0.7	-2	3	-3	0.1	-0.8	-2
CCOc1ccc(S(=O)(=O)c2c(C(=O)c3ccc(C)cc3)cnc3cc4c(cc23)OCCO4)cc1	3	-0.6	0.0	3.1	-1.2	-4	2	1	0.7	-0.3	-30
Cc1nc(-c2cccc(S(=O)(=O)N3CCCCC3)c2)cs1	1	-2.7	-1.3	3.3	-1.8	-2	1	1	0.2	-1.0	-4
CCOc1ccc(-c2cc(N)n(S(=O)(=O)c3ccc(OC)c(OC)c3)n2)cc1	-17	0.0	-3.9	-0.3	-1.9	-2	-5	-4	-0.6	-0.9	6
CN1CCN(C(=S)c2cn(Cc3ccccc3)c3ccccc23)CC1	6	-1.6	-1.4	-0.2	-1.0	1	-8	-1	-0.1	0.2	1
O=C(N1CCOCC1)N1CCN(c2nc(-c3ccc(F)cc3)cs2)CC1	-3	-1.1	-2.5	1.5	-1.8	-1	4	-2	-0.4	-2.5	4
CC1CCC(NC(=O)Cn2c(=O)[nH]c3ccsc3c2=O)CC1 (configuration not stated)	4	2.0	1.2	3.3	-1.1	1	0	-4	0.3	2.7	4
COC(=O)c1ccc(C2C(C#N)=C(N)Oc3cc(C)n(C)c(=O)c32)cc1 (configuration not stated)	-1	-0.9	0.4	0.5	-1.8	0	3	2	-0.4	-0.6	-8
Cc1ccccc1OCC(=O)OC1CCN(C)CC1	1	1.2	-1.2	0.3	-1.3	1	5	-5	0.3	-0.1	-11
C[C@]12c3[nH]c4ccccc4c3CCN1C(=O)C(CC(=O)NCc1ccco1)C[C@@H]2C(=O)N1CCCCC1 (some centres not stated)	1	-0.1	-0.9	-5.3	-1.2	-1	-7	-4	-0.4	-1.7	-12
O=C(CSc1nnc(-c2ccccn2)n1-c1ccc(Cl)cc1)Nc1ccc2c(c1)OCO2	-9	-1.2	-0.6	-3.7	-0.8	-4	-7	-3	-0.7	3.5	11
CCOc1ccc(Cl)cc1CSc1ncn[nH]1	-25	-1.2	-1.6	3.0	-1.7	1	0	0	-0.3	-2.2	-2
N#Cc1cccc(C(=O)OCC(=O)NC(=O)NC2CCCCC2)c1	-1	0.2	-2.1	0.1	-1.1	0	0	7	0.1	0.6	0
COc1ccnc(CSC(N)=Nc2cccc(C(F)(F)F)c2)c1	-6	-1.8	1.8	5.1	-0.6	6	0	-4	0.5	3.5	-18
COc1ccccc1N1C(=O)CCC1(C#N)c1ccccc1 (configuration not stated)	2	-1.1	-0.8	-2.8	-2.0	3	-2	-4	1.9	1.0	0
C#CCN1C(=O)C(O)(c2c(C)[nH]c3ccccc23)c2ccccc21 (configuration not stated)	-7	2.3	1.5	-1.0	0.0	0	0	3	-0.2	0.5	-17
CC1CCCN(CC(O)CN)C1 (configuration not stated)	2	-0.6	-0.9	1.1	-1.5	-1	3	5	0.1	1.9	2
Cn1c(=N)n(CC(=O)O)c2ccccc21	2	1.1	2.9	-2.3	-1.1	1	-2	2	-0.3	0.8	-1
Cc1cc(NC(=O)CCC(=O)N(c2ccccc2)C(C)C(=O)NC2CCCC2)no1 (configuration not stated)	-1	1.6	-2.6	-0.5	-0.7	-2	1	2	-0.2	-0.1	-5
COc1ccc(/C=C/C(=O)Nc2nnc(C(C)C)s2)cc1OC	-4	·	-1.4	0.2	-0.6	1	-5	-3	-0.6	-0.7	-126

Compound activity (PubChem BioAssay)

Rows were taken by chance; 6.6% or so of the library scored in one or more.
